# PTEN del growth = growth suppression of PTEN-null HCT116, primary screen, cell-based, CellTiter-Glo. viability, % at 10 µM. HCT116 PTEN-null viability, 60 h; hits give low values. 140,000 compounds, 1.2% hits;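 active means viability at or below a set limit, 4 SD under the median of all tested compounds, cut at about 3.7% in these data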;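 further: PTEN knockout HCT116 line with beta catenin targeted HCT116 as companion control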
# Measles CPE = compounds protecting cells from measles virus cytopathic effect, primary screen, measles RdRp inhibitor project, single point, MLSMR library, absorbance; Measles virus-infected cells, CPE protection; protection (pct of control), % at 4 µM; 140,000 compounds, 1.5% hits; AID 841, 2007; in the data active means protection mostly above about 24%, no sharp cut-off; inactive means mostly below about 26%; further: some compounds called inactive have numbers as strong as hits
# E-sel TNF inh = E-selectin induction blockers in HUVEC – imaging, immunofluorescence, high content, primary screen; HUVEC TNFa-induced E-selectin immunofluorescence; inhibition, % at 2 µM; 120,000 compounds, 0.71% hits;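 active means inhibition above the batch mean plus 3 SD, and confirmed as a hit on visual image review, cut at about 43% in these data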;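 further: 0% = TNF-stimulated DMSO wells and 100% = unstimulated control wells; not every result past the cut was called active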
# HCT116 bCat-KO = primary screen for growth suppressors in beta-catenin knockout HCT116 cells (colon tumor, human). viability, % at 10 µM. HCT116 beta-catenin knockout viability, CellTiter-Glo, 60 h; hits give low values. 140,000 compounds, 1.5% hits;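 active means viability at or under a set limit, the compound median less 4 SD, cut at about 6% in these data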;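 further: 0% = Hyamine 1622 control at 20 µM and 100% = untreated cell control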
# Phagocyt inh = inhibitors of macrophage phagocytosis, primary screen, imaging, J774A.1 cells, IgG beads; J774A.1 macrophage IgG-bead phagocytosis; inhibition, % at 5 µM; 110,000 compounds, 0.07% hits;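 active means inhibition above the mean of the plate negative controls plus 5 SD, cut at about 13% in these data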;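 further: phagocytic index as fraction of beads internalized from green versus red external bead signal; plate controls were DMSO negative control for no effect and cytochalasin-D positive control for full effect; some results beyond the cut were filed as inactive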
# Yeast lifespan up = compounds extending yeast replicative lifespan, primary screen, S. cerevisiae, OD615. S. cerevisiae growth with nicotinamide; deaD strain in restrictive glucose medium. inhibition of the nicotinamide effect, % at 10 µM. 130,000 compounds, 0.68% hits;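 active means inhibition above a set limit, placed 3 SD over the median of all compounds, cut at about 26% in these data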;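 further: 0% = nicotinamide-treated wells and 100% = cells grown without nicotinamide; some compounds called inactive have numbers as strong as hits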
#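 System: Modified budding yeast, DeaD strain | Buffer or medium: Restrictive glucose medium | Also added: 1.5 mM nicotinamide | Doses: 10 µM single point, 0.25% DMSO | Schedule: 48 h compound exposure at 30 °C, humidified | Detection: Absorbance at 615 nm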
# MRP-1 activ = H69AR viability gain despite doxorubicin, primary screen, MRP-1 activator project, H69AR cells, CellTiter-Glo | viability rescue | viability increase, % at 10 µM | 140,000 compounds, 0.61% hits | AID 799, 2007;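 active means viability gain under doxorubicin at or above a set limit, the compound median plus 3 SD, cut at about 4.7% in these data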;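 further: MRP-1 overexpressing cells given doxorubicin 25 µM after compound pretreatment; 18-22 h compound pretreatment then 72 h with doxorubicin before readout; 0% = doxorubicin-only wells and 100% = vehicle-treated cells without doxorubicin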
# GALR2 antag = GALR2 antagonists in receptor-expressing cells, primary screen; Galanin receptor type 2 (Homo sapiens), O43603; antagonist mode; inhibition, % at 4 µM; 140,000 compounds, 0.39% hits; AID 828, 2007; in the data active means inhibition above about 27%;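 further: cells stimulated with galanin 1-16 at roughly its EC80; 0% = agonist challenge control and 100% = basal control without agonist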
# Target sequence (O43603 whole entry, looked up): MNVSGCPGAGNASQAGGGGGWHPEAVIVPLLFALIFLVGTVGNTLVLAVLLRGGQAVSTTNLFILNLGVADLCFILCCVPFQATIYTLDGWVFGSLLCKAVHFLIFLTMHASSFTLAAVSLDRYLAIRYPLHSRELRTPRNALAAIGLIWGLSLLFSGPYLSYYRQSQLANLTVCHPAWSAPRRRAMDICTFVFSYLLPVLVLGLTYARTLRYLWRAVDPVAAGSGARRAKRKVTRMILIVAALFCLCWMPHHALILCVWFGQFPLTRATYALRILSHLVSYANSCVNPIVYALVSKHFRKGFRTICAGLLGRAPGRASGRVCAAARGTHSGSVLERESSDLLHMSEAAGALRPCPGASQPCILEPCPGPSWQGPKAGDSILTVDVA
# NPY-Y2 antag = NPY-Y2 receptor antagonists, primary screen, cell-based; NPY-Y2 expressing cells, antagonist mode; inhibition, % at 2.7 µM; 140,000 compounds, 0.99% hits; in the data active means inhibition above about 17%;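 further: 0% = vehicle with agonist challenge and 100% = reference antagonist with challenge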
# Target sequence (P49146 whole entry, looked up): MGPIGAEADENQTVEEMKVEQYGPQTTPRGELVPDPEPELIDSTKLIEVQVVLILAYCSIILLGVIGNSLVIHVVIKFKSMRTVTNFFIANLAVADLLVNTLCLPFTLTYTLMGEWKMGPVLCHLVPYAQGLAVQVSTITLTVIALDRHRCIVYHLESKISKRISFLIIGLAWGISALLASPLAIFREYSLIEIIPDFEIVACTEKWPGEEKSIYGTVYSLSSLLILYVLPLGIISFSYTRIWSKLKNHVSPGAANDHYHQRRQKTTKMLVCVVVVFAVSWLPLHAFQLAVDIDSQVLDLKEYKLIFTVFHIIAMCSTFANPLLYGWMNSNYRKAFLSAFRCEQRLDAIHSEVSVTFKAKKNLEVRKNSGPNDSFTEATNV
# Yeast growth inh = growth inhibitors of yeast BB579 in restrictive medium, primary screen, yeast lifespan-shortening project, S. cerevisiae; AID 804, 2007; OD615, 48 h; 140,000 compounds, 0.51% hits; inhibition, % at 10 µM;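 active means inhibition above a set limit, 3 SD over the mean compound inhibition, cut at about 44% in these data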; further: inactives centre near -24
#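 System: Saccharomyces cerevisiae DeaD strain BB579, replicative lifespan model yeast | Buffer or medium: Restrictive glucose-based CSMM-D medium | Times: 4 h preincubation and 48 h exposure at 30 °C | Detection: OD615 turbidity measurement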
# An asterisk follows results filed as active; . = not tested or not shown.
SMILES,PTEN del growth,Measles CPE,E-sel TNF inh,HCT116 bCat-KO,Phagocyt inh,Yeast lifespan up,MRP-1 activ,GALR2 antag,NPY-Y2 antag,Yeast growth inh
CC(=O)N/C(=C\c1cccc([N+](=O)[O-])c1)C(=O)NC(C)C,100,27,.,97,-1,0,-0.4,-5,-1,6
O=C(c1ccc(Cl)s1)N1CCc2ccccc21,87,1,19,94,0,-19,-1.3,-7,7,-33
O=C(c1ccc(N2CCOCC2)nc1)N1CCOCC1,109,13,-17,89,0,-5,-0.5,-9,-2,-36
COc1ccc(-n2c(C)cc(C(=O)COC(=O)Cc3n[nH]c(=O)c4ccccc34)c2C)cc1,39,9,18,21,-4,-2,-0.9,-7,2,-24
CCC(C)NC(=O)COc1ccc(Br)c(C)c1 (stereo not given),108,1,12,98,-1,-10,1.5,-10,2,-37
COC(=O)CSc1ccc2c(N)c(C(=O)OC)sc2c1,96,21,-25,107,-1,-23,-1.2,11,5,-23
O=C(CSc1ncn[nH]1)Nc1ccnc2ccccc12,85,3,13,83,0,-1,-1.5,-4,3,-17
C=CCn1c(SCC(=O)NCc2cccs2)nnc1C1CCCCC1,83,3,-32,88,0,-8,-2.3,14,2,6
CCOc1ccc(/C=C(\C(=O)O)c2ccc(S(=O)(=O)N3CCOCC3)s2)cc1OC,101,5,.,105,3,10,0.4,3,2,-43
COc1ccc(CC(=O)Nc2cc(=O)n(C)c(=O)n2C)cc1,101,26,28,90,-1,-1,1.3,-13,1,4
COc1cc(Br)cc2cc(C(=O)N3CCN(c4ccccn4)CC3)c(=O)oc12,90,5,3,95,0,-3,-1.1,1,8,-25
Cc1ccc(NC(=O)c2ccc(CNS(=O)(=O)c3cccc(C(F)(F)F)c3)cc2)cc1,80,1,18,91,-2,-3,-0.4,0,3,-30
CC(=O)N=C1SC2CS(=O)(=O)CC2N1c1c(Cl)cccc1Cl (stereo not given),100,13,.,90,0,-2,-2.0,-2,1,-17
COc1cc(-c2nnc(SCC(=O)Nc3ccc4c(c3)OCCO4)o2)cc(OC)c1OC,62,11,-17,72,.,-18,-2.9,3,2,-29
CC(C)c1ccc(Nc2nnc(SC3CCOC3=O)s2)cc1 (stereo not given),69,17,.,71,-4,-4,-0.8,-5,-2,-4
CCC(=O)Nc1ccc(NC(=O)CSc2nc3cc4c(cc3cc2C)CCC4)cc1,37,1,3,28,.,-17,-5.8,-1,-2,-65
COc1ccc(-n2c(O)c(/C=N/NS(=O)(=O)c3cc(C)ccc3C)c3ccccc3c2=O)cc1OC,86,21,.,66,-12,6,-2.2,12,1,-42
CC(=O)C1=C(c2ccccc2)NC(=O)NC1c1ccccc1OCC#N (stereo not given),99,9,-6,96,-1,-16,-1.1,5,-1,10
COc1cc(S(=O)(=O)N2CCCCCC2)ccc1Cl,86,29,-20,88,-2,-8,-1.1,5,3,-17
O=C(Nc1ccccc1)c1ccc(NCCc2ccccc2)c([N+](=O)[O-])c1,88,8,22,86,0,0,0.4,5,-1,4
Cc1ccc(-n2c(SCC(=O)Nc3cc(C)on3)nc3c([nH]c4ccccc43)c2=O)cc1,60,4,-9,79,0,-8,-2.3,3,3,-37
Cc1cc(C)c(S(=O)(=O)N(CC(=O)N2CCOCC2)C2CCCCC2)c(C)c1,86,9,13,81,1,-7,-1.5,3,1,-18
O=C(Nc1nncs1)c1cccc(S(=O)(=O)N2CCCC2)c1,94,20,-12,87,.,-7,-1.3,0,2,-94
CCOC(=O)N1CCN(C(=O)C2CCC(CNS(=O)(=O)c3ccccc3)CC2)CC1 (stereo not given),94,25,14,101,2,-18,-2.5,-6,-2,-24
COc1ccc(OC)c(/C=N/NC(=O)CC2C(=O)NN=C2C)c1 (stereo not given),88,4,31,101,-2,-3,-3.2,-5,3,-2
SMILES,PTEN del growth,Measles CPE,E-sel TNF inh,HCT116 bCat-KO,Phagocyt inh,Yeast lifespan up,MRP-1 activ,GALR2 antag,NPY-Y2 antag,Yeast growth inh
O=C(NCCc1c[nH]c2ccccc12)Nc1cccc2ccccc12,79,14,0,93,.,-13,0.2,0,-1,-39
CC(C)N(C(=O)NC(=O)NCC1CCCO1)S(C)(=O)=O (stereo not given),102,16,.,96,1,2,1.0,-3,-2,-6
COc1ccc(OCCCC(=O)Nc2nnc(C3CCCO3)s2)cc1 (stereo not given),92,6,-35,91,-4,-4,-2.2,8,4,-7
COc1cccc(-n2c(CN3CCN(c4ccc(C)cc4)C(C)C3)nc3ccc([N+](=O)[O-])cc3c2=O)c1 (stereo not given),59,22,.,69,-11,1,-2.9,-5,-3,-42
C#CC(C)(C)NC(=O)CSc1nc2c(c(=O)n(C)c(=O)n2C)n1CCCC,101,26,-11,91,0,-6,1.2,9,1,-30
CCN(CCNC(=O)CS(=O)(=O)Cc1nc(-c2cccc(OC)c2)oc1C)c1ccccc1,64,11,-22,73,0,-13,-2.1,-9,11,-30
CNS(=O)(=O)c1cccc(C(=O)OCC(=O)NCc2ccccc2)c1,.,6,9,100,-1,-2,-0.2,-3,1,-20
CC1=CC(=C2C(=O)c3ccccc3C2=O)C=C(C)N1C,101,12,.,100,7,-14,-1.0,4,-2,17
CCn1c(SCC(=O)Nc2ccc3c(c2)OCO3)nc2ccccc21,98,7,-8,95,.,.,3.5,8,7,-24
N#Cc1ccccc1NC(=O)C1CC(=O)N(c2ccc3c4c(cccc24)CC3)C1 (stereo not given),95,22,.,89,-7,0,-0.1,-6,0,-50
COc1ccc(C2/C(=C(/O)c3ccccc3)C(=O)C(=O)N2CCO)cc1 (stereo not given),94,7,3,100,-1,-1,-3.1,8,1,-26
COc1ccc(Nc2ccc(S(=O)(=O)N3CCCCC3)cc2[N+](=O)[O-])cc1,67,30,34,73,-17,-7,-1.7,0,3,-13
C=C(C)C(=O)Nc1ccc(OC(F)(F)C(F)F)c(NC(=O)C(=C)C)c1,86,5,-26,87,-2,-21,-0.3,-4,-2,-29
Cc1cccc(NC(=O)c2cccnc2)c1,91,8,.,92,1,-19,-1.4,1,1,-15
COc1ccc2[nH]cc(CCN=C3SCC(=O)N3C)c2c1,101,6,.,100,0,-27,-2.2,5,0,-17
C=CCN(N=Nc1cccc([N+](=O)[O-])c1)c1cccc([N+](=O)[O-])c1,80,17,.,80,.,-4,0.8,-23,11,-68
O=C(NCCCn1ccnc1)c1nn2c(C(F)(F)F)cc(-c3ccc(Br)cc3)nc2c1Cl,47,2,11,23,-3,-6,-1.5,-3,1,-14
COc1ccc2c(c1)OC13CCCCC1C2C(C(=O)c1ccccc1)C(=O)N3 (stereo not given),96,-1,-5,92,.,-4,-1.3,-4,0,-6
Cc1ccc(/C=N/NC(=O)CN2CCN(S(=O)(=O)c3ccc(Br)cc3)CC2)s1,105,11,2,99,-6,-5,2.1,-3,9,14
Cc1ccc(C2NC(=O)c3c(sc(C)c3C)N2)c(O)c1 (stereo not given),79,1,14,88,0,6,-1.8,5,-1,-18
CC1CCc2nn(CC(=O)NCCN3CCOCC3)cc2C1 (stereo not given),102,3,.,93,0,-5,-2.3,1,-1,-17
O=C(OCn1ncc(Br)c(Br)c1=O)c1ccccc1Cl,2.0*,1,.,1.5*,-1,23,-2.8,79*,0,73*
O=C(COC(=O)c1cn(-c2ccccc2)nc1-c1cccs1)NC1CC1,90,3,11,82,-2,-10,-0.7,3,2,-53
CCC(=O)Nc1c(C#N)c2nc3ccccc3nc2n1-c1ccccc1C,90,17,.,97,.,-3,-3.4,7,5,-52
O=C(NCCN1C(=O)C2C3C=CC(C3)C2C1=O)Nc1ccc(Br)cc1 (stereo not given),98,6,.,98,0,-4,-1.3,1,-2,-35

# An excerpt of these results, tab-delimited:
mol	PTEN del growth	Measles CPE	E-sel TNF inh	HCT116 bCat-KO	Phagocyt inh	Yeast lifespan up	MRP-1 activ	GALR2 antag	NPY-Y2 antag	Yeast growth inh
C#CC(C)(C)NC(=O)CSc1nc2c(c(=O)n(C)c(=O)n2C)n1CCCC	101	26	-11	91	0	-6	1.2	9	1	-30
CCN(CCNC(=O)CS(=O)(=O)Cc1nc(-c2cccc(OC)c2)oc1C)c1ccccc1	64	11	-22	73	0	-13	-2.1	-9	11	-30

# Additional records
SMILES,PTEN del growth,Measles CPE,E-sel TNF inh,HCT116 bCat-KO,Phagocyt inh,Yeast lifespan up,MRP-1 activ,GALR2 antag,NPY-Y2 antag,Yeast growth inh
CCn1c(SCC(N)=O)nc2c1c(=O)n(C)c(=O)n2C,115,31,-12,99,.,-9,-1.3,-1,2,-84
O=C1OCCC1N1C(=O)c2ccccc2S1(=O)=O (stereo not given),100,28,5,103,.,-5,0.1,4,1,11
CCOc1cccc(C(=O)Nc2cccc(C(=O)NCC(C)C)c2)c1,94,20,.,95,-11,-1,-0.9,10,2,-5
COc1ccc(OC)c(N(CC(=O)Nc2cccnc2)S(=O)(=O)c2ccccc2)c1,94,4,13,91,1,-4,-1.0,-5,0,-10
O=C(NC(=O)c1cccc(F)c1)OC[C@@H]1CCCN2CCCC[C@H]12,90,13,.,84,0,-1,0.1,5,2,-8
Cc1nnc(SCc2c(Cl)cccc2Cl)s1,77,4,20,67,-2,-37,-2.3,5,5,-19
COc1ccc(N2C(=O)CSC2c2cccc(F)c2)c(OC)c1 (stereo not given),87,6,2,92,.,-7,-2.6,0,3,-11
CCCc1nnc(SCC(=O)N2CCOCC2)n1C,101,4,13,97,.,.,2.1,-1,0,-18
COc1cc2cc(Oc3ccc4ccc(=O)oc4c3)c(=O)oc2cc1OC1OC(COC(=O)CC(C)(O)CC(=O)O)C(O)C(O)C1O (stereo not given),90,3,.,89,.,-1,-1.2,4,0,-34
Cc1noc(NS(=O)(=O)c2ccc(NC(=O)c3ccoc3C)cc2)c1C,99,5,-51,98,0,1,0.2,1,0,-13
COc1ccc(OC)c(N(CC(=O)O)S(=O)(=O)c2ccc(OC)c(OC)c2)c1,110,32,-66,93,-2,0,-0.1,2,2,-14
CCOC(=O)c1sc(NC(=S)NC(=O)c2ccccc2Cl)c(C(=O)OCC)c1C,76,8,-17,56,0,-6,-1.0,6,5,-28
Cc1ccccc1-c1nnc(SCC(=O)Nc2ccc3c(c2)OCCO3)n1N,94,10,.,96,0,-10,-0.6,-5,0,-14
Cc1cc(NC(=O)CSc2nnc(CNc3ccc(F)cc3)n2C2CCCCC2)no1,97,12,5,94,-3,-11,-0.2,-17,1,-7
CCOc1ccc(OCC)c(NC(=O)CSc2nc3cccnc3n2C)c1,70,8,10,74,-4,0,-3.8,7,9,-66
O=S(=O)(Nc1nc2ccccc2[nH]1)c1ccccc1,101,12,9,98,-1,1,-3.3,-4,0,-22
Cc1noc(C)c1CN(C(=S)NC1CC1)c1ccccc1,95,12,.,80,-4,1,-2.3,-10,-2,-7
COC(=O)c1cc(NCc2cccs2)ccc1N1CCOCC1,99,3,.,96,-3,-9,-0.6,3,1,-32

# High-throughput results from PubChem BioAssay.
